Mtb UGM inh: M. tuberculosis UGM enzyme inhibitors, primary screen, biochemical, fluorescence polarization, single point. AID 504406, 2011. 320,000 tested, 0.06% active. inhibition, % at 10 µM. purified UGM, fluorescence polarization probe displacement; in the data active = inhibition above about 10%, passing the limit was not always enough; inconclusive = no clear call, values can overlap the other calls
Target sequence (P9WIQ1 whole entry, looked up): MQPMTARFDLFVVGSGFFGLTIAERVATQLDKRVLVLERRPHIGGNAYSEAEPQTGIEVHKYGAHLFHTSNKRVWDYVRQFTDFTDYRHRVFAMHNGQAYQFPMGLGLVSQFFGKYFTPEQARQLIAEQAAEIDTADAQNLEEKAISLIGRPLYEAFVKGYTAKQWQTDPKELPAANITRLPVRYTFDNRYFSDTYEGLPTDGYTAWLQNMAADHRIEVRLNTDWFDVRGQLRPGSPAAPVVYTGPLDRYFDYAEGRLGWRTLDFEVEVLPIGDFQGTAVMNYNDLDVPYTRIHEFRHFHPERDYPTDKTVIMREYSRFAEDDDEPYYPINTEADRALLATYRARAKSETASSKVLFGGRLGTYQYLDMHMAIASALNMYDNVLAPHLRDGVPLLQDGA
FadD28 FP inh: inhibitors of FadD28 bisubstrate probe binding, primary screen, biochemical, fluorescence polarization, single point; inhibition, % at 12.5 µM; AID 588549, 2011; 360,000 tested, 0.22% active; Mycobacterium tuberculosis FadD28 fatty-acid-AMP ligase; in the data active = inhibition above about 8.5%, passing the limit was not always enough; inconclusive = no clear call, values can overlap the other calls
Mtb BioA inh: M. tuberculosis BioA enzyme inhibitors, primary screen, biochemical, plate reader, single point, HTS; purified M. tuberculosis BioA enzyme; 360,000 tested, 0.096% active; AID 602481, 2012; inhibition, % at 9.99 µM; 7,8-diaminopelargonic acid synthase BioA (Mycobacterium tuberculosis); in the data active = inhibition above about 40%; inconclusive = no clear call, values can overlap the other calls
CCHF vOTU inh: CCHFV vOTU protease inhibitors, primary screen, biochemical, Pep-AMC substrate, fluorescence; 370,000 tested, 0.55% active; Crimean-Congo hemorrhagic fever virus L polyprotein viral ovarian tumor (vOTU) protease …; inhibition, % at 11.5 µM; note: 0% = vehicle wells with enzyme and 100% = no enzyme wells
BoNT A protease: BoNT/A light chain protease inhibitors, primary screen, biochemical, flow cytometry, MLPCN library; multiplex microsphere protease substrate cleavage; inhibition, % at 10 µM; 360,000 tested, 0.17% active; AID 588499, 2011; in the data active = inhibition above about 30%; inconclusive = no clear call, values can overlap the other calls; note: plate controls were buffer without enzyme for full effect and enzyme alone for no effect
PrPC surface inh: inhibitors of human cell surface prion protein PrPC, primary screen, cell-based, TR-FRET | Major prion protein (Homo sapiens), P04156 | TR-FRET read-out | inhibition, % at 13.8 µM | 370,000 tested, 0.43% active | AID 720596, 2013; in the data active = inhibition above about 24%; note: 0% = median of the test wells and 100% = reference compound wells
GDH-TPI counter: GDH-TPI coupling enzyme inhibitors, primary screen, artefact control for M. tuberculosis FBA inhibitor project, biochemical, absorbance, full deck; GDH-TPI coupled enzyme counterscreen, NADH absorbance; 360,000 tested, 1.2% active; inhibition, % at 4.8 µM; AID 588335, 2011;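 note: 0% = DMSO wells and 100% = wells lacking the enzyme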
BoNT F protease: BoNT/F light chain protease inhibitors, primary screen, biochemical, flow cytometry, MLPCN library | Botulinum neurotoxin type F light chain protease (Clostridium botulinum) | Multiplex microsphere protease cleavage assay | inhibition, % at 10 µM | 360,000 tested, 0.22% active | AID 588497, 2011; in the data active = inhibition above about 35%, passing the limit was not always enough; inconclusive = no clear call, values can overlap the other calls; note: plate controls were buffer without enzyme for full effect and enzyme alone for no effect
FBA Mtb inh: Mtb FBA enzyme inhibitors, primary screen, biochemical, fluorescence, strain H37Rv; 360,000 tested, 2.3% active; inhibition, % at 1 µM; AID 588726, 2011; purified M. tuberculosis FBA, fluorescence read-out; Fructose-bisphosphate aldolase (Mycobacterium tuberculosis (strain ATCC 25618 / H37Rv)), …; in the data active = inhibition above about 27%;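 note: 0% = vehicle and 100% = reference inhibitor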
Target sequence (P9WQA3 whole entry, looked up): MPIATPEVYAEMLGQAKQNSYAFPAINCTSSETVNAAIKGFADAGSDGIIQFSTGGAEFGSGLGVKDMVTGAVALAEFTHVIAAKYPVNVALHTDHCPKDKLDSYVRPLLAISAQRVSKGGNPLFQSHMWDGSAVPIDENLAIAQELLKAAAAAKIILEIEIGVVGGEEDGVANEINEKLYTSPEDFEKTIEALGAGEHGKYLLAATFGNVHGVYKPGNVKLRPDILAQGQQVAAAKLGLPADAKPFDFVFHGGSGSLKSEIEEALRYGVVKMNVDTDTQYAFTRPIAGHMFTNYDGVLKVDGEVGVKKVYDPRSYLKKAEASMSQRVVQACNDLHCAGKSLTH
Active calls of the source: *. Cut-off read from the data, not from the text of the source, unless noted: active = inhibition above about 30%; inactive = the rest.

CCSc1nc(O)c(C(c2cccc(OC)c2)c2c(O)nc(SCC)[nH]c2=O)c(=O)[nH]1 was read as Mtb UGM inh 7.0, FadD28 FP inh 1.8, Mtb BioA inh -1.7, CCHF vOTU inh 1.5, BoNT A protease 2.3, PrPC surface inh -2.8, GDH-TPI counter 15.4, BoNT F protease 8.3 and FBA Mtb inh 5.5.
COc1ccc(N2CC(C(=O)Nc3nc4ccc(F)cc4s3)CC2=O)c(OC)c1 (configuration not stated) was read as Mtb UGM inh -1.6, FadD28 FP inh -3.9, Mtb BioA inh 4.0, CCHF vOTU inh 4.8, BoNT A protease 1.9, PrPC surface inh -6.2, GDH-TPI counter 7.1, BoNT F protease -3.9 and FBA Mtb inh -3.2.
`N#Cc1c(SCC(=O)Nc2ccccc2)nsc1SCC(=O)Nc1ccccc1` gave Mtb UGM inh -1.7, FadD28 FP inh -2.0, CCHF vOTU inh 16.9, BoNT A protease -0.5, PrPC surface inh -0.2, GDH-TPI counter 0.0, BoNT F protease 2.0 and FBA Mtb inh 3.8.
Screening CC(=O)COc1ccc2cc(-c3ccccc3)c(=O)oc2c1 returned Mtb UGM inh 0.7, FadD28 FP inh -1.4, Mtb BioA inh -0.4, CCHF vOTU inh -368.3, BoNT A protease -0.6, PrPC surface inh -16.6, GDH-TPI counter 40.1*, BoNT F protease 30.6 and FBA Mtb inh active.
Screening O=C(O)c1ccc(CSc2nc(-c3ccccc3)cc(C(F)(F)F)n2)cc1 returned Mtb UGM inh -1.8, FadD28 FP inh -8.4, CCHF vOTU inh 7.5, BoNT A protease -1.1, PrPC surface inh -0.2, GDH-TPI counter 7.4, BoNT F protease -23.6 and FBA Mtb inh 1.8.
Screening COc1ccc(S(=O)(=O)N2CCCOC2CNC(=O)C(=O)NCCCn2ccnc2)cc1OC (configuration not stated) returned Mtb UGM inh 1.3, FadD28 FP inh -3.8, CCHF vOTU inh -2.1, BoNT A protease -0.7, PrPC surface inh 1.7, GDH-TPI counter 0.4, BoNT F protease -8.6 and FBA Mtb inh 2.5.
`CC(=O)Nc1ccc(C(=O)Cn2c3[n+](c4c(F)c(F)ccc42)CCCCC3)cc1` gave Mtb UGM inh -2.3, FadD28 FP inh -0.8, CCHF vOTU inh 8.1, BoNT A protease -2.5, PrPC surface inh -6.3, GDH-TPI counter 6.1, BoNT F protease -3.4 and FBA Mtb inh 1.4.
COc1ccc(CNC(=O)CN2C(=O)COc3ccc(S(=O)(=O)N4CCCCC4)cc32)cc1 was read as Mtb UGM inh 3.0, FadD28 FP inh 0.0, Mtb BioA inh -0.1, CCHF vOTU inh 5.1, BoNT A protease 0.4, PrPC surface inh -0.6, GDH-TPI counter 5.7, BoNT F protease -1.6 and FBA Mtb inh -1.0.
`CC(=O)Nc1ccc(S(=O)(=O)N2CCC(NC(=O)C(Cc3ccc(C)cc3)NC(C)=O)CC2)cc1` (configuration not stated) gave FadD28 FP inh -1.8, Mtb BioA inh 0.7, CCHF vOTU inh -0.1, BoNT A protease 1.7, PrPC surface inh -4.6, GDH-TPI counter 1.8, BoNT F protease 14.6 and FBA Mtb inh -0.4.
CCn1c(SCC(=O)Nc2nccs2)nnc1C1CC1 was read as Mtb UGM inh -1.6, FadD28 FP inh -1.7, Mtb BioA inh 0.3, CCHF vOTU inh -6.0, PrPC surface inh 2.5, GDH-TPI counter 4.2 and FBA Mtb inh 2.1.
`COc1ccc(C(=O)N/N=C/c2ccc(OC(=O)c3ccccc3)cc2)cc1` gave Mtb UGM inh 2.2, FadD28 FP inh 1.8, Mtb BioA inh -1.5, CCHF vOTU inh 3.8, BoNT A protease 0.2, PrPC surface inh 2.9, GDH-TPI counter 13.3, BoNT F protease -1.2 and FBA Mtb inh -3.6.
For O=C(COC(=O)C1CC2CCCC(C1)C2=O)Nc1ccccc1 (configuration not stated) the results were FadD28 FP inh -3.4, Mtb BioA inh -0.5, CCHF vOTU inh -2.6, BoNT A protease -0.6, PrPC surface inh -4.6, GDH-TPI counter 9.1, BoNT F protease -6.2 and FBA Mtb inh -1.9.
For Nc1c2c3c(sc2nc(=O)n1N)CCCC3 the results were Mtb UGM inh 0.5, FadD28 FP inh -0.5, CCHF vOTU inh -8.3, BoNT A protease -0.8, PrPC surface inh -0.5, GDH-TPI counter -1.6, BoNT F protease -5.3 and FBA Mtb inh 9.0.
Screening COc1ccc(CN(C(=O)c2nsc(Cl)c2Cl)C(C(=O)NC2CCCC2)c2ccc(OC)cc2)cc1 (configuration not stated) returned Mtb UGM inh -1.0, FadD28 FP inh -1.6, CCHF vOTU inh -9.8, BoNT A protease -0.4, PrPC surface inh -0.6, GDH-TPI counter 14.4, BoNT F protease -6.9 and FBA Mtb inh -0.7.
COc1ccc(S(=O)(=O)N2CCCCCC2)cc1C(=O)OCC(=O)NC(C)(C)C was read as Mtb UGM inh 5.0, FadD28 FP inh -3.1, CCHF vOTU inh 2.4, BoNT A protease 0.5, PrPC surface inh -3.9, GDH-TPI counter 7.5, BoNT F protease 4.3 and FBA Mtb inh 1.0.
`CCc1ccc(/C=C2/SC(=S)N(CCCC(=O)Nc3cccc(C(=O)O)c3)C2=O)cc1` gave FadD28 FP inh 0.4, Mtb BioA inh 0.7, CCHF vOTU inh -6.3, BoNT A protease 0.0, PrPC surface inh -0.8, GDH-TPI counter 8.9, BoNT F protease 2.0 and FBA Mtb inh -3.4.
Screening COc1ccc(S(=O)(=O)N2CCCC2C(=O)NCc2cccs2)cc1 (configuration not stated) returned Mtb UGM inh 0.7, FadD28 FP inh -3.4, Mtb BioA inh 1.6, CCHF vOTU inh 4.2, BoNT A protease 0.9, PrPC surface inh -2.1, GDH-TPI counter -9.4, BoNT F protease -9.1 and FBA Mtb inh -6.2.
For COC(=O)C1=C(N)Oc2cc(C)n(CC3CCCO3)c(=O)c2C1c1ccccc1 (configuration not stated) the results were Mtb UGM inh -4.0, FadD28 FP inh -3.3, Mtb BioA inh 0.5, CCHF vOTU inh -1.1, BoNT A protease -0.1, PrPC surface inh 2.2, GDH-TPI counter -2.3, BoNT F protease -3.3 and FBA Mtb inh 1.7.
Screening O=S(=O)(c1ccc(C(F)(F)F)cc1)N1CCCN(c2ccc(C(F)(F)F)cn2)CC1 returned Mtb UGM inh 2.5, FadD28 FP inh -3.8, Mtb BioA inh -1.6, CCHF vOTU inh 4.2, BoNT A protease -2.0, PrPC surface inh 11.8, GDH-TPI counter -3.9, BoNT F protease inconclusive and FBA Mtb inh 1.8.
`CC(C)Oc1ccc(S(=O)(=O)N2CCOCC2)cc1NC(=O)CN1C(=O)c2ccccc2C1=O` gave FadD28 FP inh -1.9, Mtb BioA inh -1.5, CCHF vOTU inh 35.8*, BoNT A protease -1.2, PrPC surface inh -5.1, GDH-TPI counter -1.0, BoNT F protease -2.8 and FBA Mtb inh -0.7.

Next part, starting with the last 3 of the part before.
For COC(=O)C1=C(N)Oc2cc(C)n(CC3CCCO3)c(=O)c2C1c1ccccc1 (configuration not stated) the results were Mtb UGM inh -4.0, FadD28 FP inh -3.3, Mtb BioA inh 0.5, CCHF vOTU inh -1.1, BoNT A protease -0.1, PrPC surface inh 2.2, GDH-TPI counter -2.3, BoNT F protease -3.3 and FBA Mtb inh 1.7.
Screening O=S(=O)(c1ccc(C(F)(F)F)cc1)N1CCCN(c2ccc(C(F)(F)F)cn2)CC1 returned Mtb UGM inh 2.5, FadD28 FP inh -3.8, Mtb BioA inh -1.6, CCHF vOTU inh 4.2, BoNT A protease -2.0, PrPC surface inh 11.8, GDH-TPI counter -3.9, BoNT F protease inconclusive and FBA Mtb inh 1.8.
`CC(C)Oc1ccc(S(=O)(=O)N2CCOCC2)cc1NC(=O)CN1C(=O)c2ccccc2C1=O` gave FadD28 FP inh -1.9, Mtb BioA inh -1.5, CCHF vOTU inh 35.8*, BoNT A protease -1.2, PrPC surface inh -5.1, GDH-TPI counter -1.0, BoNT F protease -2.8 and FBA Mtb inh -0.7.
For CC(=O)OC1CC(OC2C(O)CC(OC3C(O)CC(OC4CCC5(C)C(CCC6C5CCC5(C)C(C7=CC(=O)OC7)CCC65O)C4)OC3C)OC2C)OC(C)C1OC1OC(CO)C(O)C(O)C1O (configuration not stated) the results were FadD28 FP inh -0.2, CCHF vOTU inh -4.1, BoNT A protease 0.0, PrPC surface inh 3.9, GDH-TPI counter 9.6, BoNT F protease 3.4 and FBA Mtb inh -1.9.
For Cc1ccccc1CNC(=O)c1ccc2nc([C@@H]3O[C@H](CO)[C@H](O)[C@H](O)[C@H]3O)[nH]c2c1 the results were FadD28 FP inh -2.5, Mtb BioA inh 0.5, CCHF vOTU inh 4.2, BoNT A protease 0.2, PrPC surface inh 0.5, GDH-TPI counter -3.1, BoNT F protease -6.7 and FBA Mtb inh 0.2.
`Cc1cccc(N(CC(=O)N/N=C/c2ccc(C(=O)O)cc2)S(=O)(=O)c2ccccc2)c1C` gave Mtb UGM inh 2.6, FadD28 FP inh -5.7, Mtb BioA inh -0.5, CCHF vOTU inh 1.3, BoNT A protease -5.0, PrPC surface inh 2.2, GDH-TPI counter -4.8, BoNT F protease inconclusive and FBA Mtb inh -0.1.
Screening CCn1cc(SCC(=O)NCC2CCCO2)c2ccccc21 (configuration not stated) returned Mtb UGM inh -0.2, FadD28 FP inh -0.5, Mtb BioA inh -0.1, CCHF vOTU inh -2.8, BoNT A protease 0.1, PrPC surface inh -6.2, GDH-TPI counter 9.1, BoNT F protease -0.2 and FBA Mtb inh 0.3.
C/C(Cn1nnc2ccccc21)=N/OC(=O)c1c(F)cccc1F was read as Mtb UGM inh 1.2, FadD28 FP inh 0.5, Mtb BioA inh 1.3, CCHF vOTU inh -6.3, BoNT A protease -0.6, PrPC surface inh -6.1, GDH-TPI counter 3.0, BoNT F protease -2.2 and FBA Mtb inh -0.2.
Screening O=C(Nc1ccc(C(F)(F)F)cc1Cl)c1ccc(Cn2cc(Br)cn2)o1 returned Mtb UGM inh 0.3, FadD28 FP inh -1.8, Mtb BioA inh -1.1, CCHF vOTU inh 13.5, BoNT A protease -1.0, PrPC surface inh -1.7, GDH-TPI counter -3.2, BoNT F protease -20.9 and FBA Mtb inh -2.5.
`Cc1noc(C)c1NC(=O)Nc1cccc2c1O[C@H](CN(C)C(=O)NC(C)C)[C@@H](C)CN([C@H](C)CO)C2=O` gave Mtb UGM inh -0.4, FadD28 FP inh 1.6, Mtb BioA inh -2.9, CCHF vOTU inh -6.8, BoNT A protease -0.5, PrPC surface inh -3.8, GDH-TPI counter 4.0, BoNT F protease 3.0 and FBA Mtb inh -1.2.
COc1cccc(NC(=O)N2CCCc3ccccc32)c1 was read as Mtb UGM inh 0.0, FadD28 FP inh -1.8, CCHF vOTU inh 5.1, BoNT A protease 0.0, PrPC surface inh 2.8, GDH-TPI counter -0.4, BoNT F protease -4.6 and FBA Mtb inh 2.0.
Screening O=C(Nc1ccccc1N1CCCCC1)c1ccco1 returned Mtb UGM inh -0.8, FadD28 FP inh -3.9, Mtb BioA inh -0.9, CCHF vOTU inh 3.8, BoNT A protease 0.4, PrPC surface inh -2.8, GDH-TPI counter -1.9, BoNT F protease -0.3 and FBA Mtb inh 0.6.
For C[C@@]12CCC3[C@@](CCC4[C@@]3(C)CCC[C@@]4(C)C(=O)NC3CCCCC3)(CC1=O)C2 (some centres not stated) the results were Mtb UGM inh -3.3, FadD28 FP inh -1.3, Mtb BioA inh -0.6, CCHF vOTU inh 0.7, BoNT A protease 0.4, PrPC surface inh -5.9, GDH-TPI counter 5.2, BoNT F protease 0.0 and FBA Mtb inh 0.0.

Compound activity from PubChem.
